# Screens: PubChem BioAssay, National Center for Advancing Translational Sciences (NCATS)
# TDP1 cell noCPT = qHTS for Inhibitors of human tyrosyl-DNA phosphodiesterase 1 (TDP1): qHTS in cells in absence of CPT. Potency, µM (titrated, usually from 46.2 µM), for inactives: top-dose activity change, negative = growth inhibition, most hits filed as inhibitors. 15% of 420,000 active. DT40 Tdp1-/- hTDP1 cells, no CPT, ATP luminescence, 48 h; further: nearly all actives have a fitted effect of over 55% in size
#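 Stably hTDP1-transfected Tdp1-null chicken DT40 cells were treated with library compounds minus camptothecin and grown for at least 48 hr at 37 °C, after which cellular ATP was quantified by luminescence.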
# DT40 TDP1 CPT = qHTS for Inhibitors of human tyrosyl-DNA phosphodiesterase 1 (TDP1): qHTS in cells in presence of CPT; chicken DT40 Tdp1-/-;hTDP1 cells + 20 nM CPT, ATP luminescence, 48 h; Potency, µM (top dose mostly 46.2 µM), inactives show at the highest dose activity change, negative = growth inhibition, usual class: inhibitors; 12% of 420,000 active; further: nearly all actives have a fitted effect of over 55% in size
#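 Chicken DT40 Tdp1-/- cells complemented with human TDP1, 400 cells/well, exposed to compounds plus 20 nM camptothecin for at least 48 h at 37 C; viability read as ATP content by CellTiter-Glo luminescence.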
# KAT2A inh = qHTS Assay for Inhibitors of GCN5L2 | Histone acetyltransferase KAT2A (Homo sapiens), Q92830 | GCN5L2 HAT assay, ThioGlo1 CoA-SH fluorescence | Potency, µM (highest dose often 58.9 µM), for the others: top-dose activity change, negative = inhibition, hits mostly inhibitors | 0.21% of 390,000 active
# Target sequence (Q92830 whole entry, looked up): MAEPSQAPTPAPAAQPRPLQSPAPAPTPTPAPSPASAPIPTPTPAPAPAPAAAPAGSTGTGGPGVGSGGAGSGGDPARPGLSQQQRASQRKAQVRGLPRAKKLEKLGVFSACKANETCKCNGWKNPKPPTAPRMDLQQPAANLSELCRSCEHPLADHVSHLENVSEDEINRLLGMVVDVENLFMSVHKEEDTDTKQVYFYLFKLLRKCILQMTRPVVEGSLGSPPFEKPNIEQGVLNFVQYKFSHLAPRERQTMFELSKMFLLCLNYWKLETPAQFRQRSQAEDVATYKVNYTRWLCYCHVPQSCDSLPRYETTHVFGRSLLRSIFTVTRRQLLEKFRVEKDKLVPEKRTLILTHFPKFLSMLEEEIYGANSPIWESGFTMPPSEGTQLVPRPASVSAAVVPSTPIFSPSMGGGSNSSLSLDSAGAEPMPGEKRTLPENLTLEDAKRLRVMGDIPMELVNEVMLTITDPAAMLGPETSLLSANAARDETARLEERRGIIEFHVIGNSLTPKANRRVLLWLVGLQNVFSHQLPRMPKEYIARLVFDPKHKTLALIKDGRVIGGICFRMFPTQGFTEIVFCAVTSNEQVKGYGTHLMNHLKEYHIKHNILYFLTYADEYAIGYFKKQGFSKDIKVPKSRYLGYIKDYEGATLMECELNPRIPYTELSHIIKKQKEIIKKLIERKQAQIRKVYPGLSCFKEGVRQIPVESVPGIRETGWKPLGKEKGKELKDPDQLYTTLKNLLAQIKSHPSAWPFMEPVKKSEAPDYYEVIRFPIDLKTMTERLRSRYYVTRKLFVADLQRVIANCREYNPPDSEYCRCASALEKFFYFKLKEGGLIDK
#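 Fluorescence readout, Ex340nm/Em540nm: ThioGlo1 (50uM final) reacts with free CoA thiol released as 20nM GCN5L2 acetylates H3(1-25) peptide (75uM) using acetyl-CoA (70uM). Compound and enzyme sat 15 min beforehand; 20 min room-temperature reaction.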
# An asterisk follows results filed as active; ? = inconclusive; . = no result given; [ ] = dose if it differs, or a comment. The call rests on the fitted dose curve; in most records, active means well fitted curve in the direction sought with a large enough effect; inconclusive means small, poorly fitted or top-dose-only effect, or another doubt; inactive means no such curve, though single readings can be large; an effect the other way counts as inactive or inconclusive. On the % scale 0 is the no-effect control and ±100 the full control effect; potency means the concentration at half of the fitted maximal effect.
SMILES,TDP1 cell noCPT,DT40 TDP1 CPT,KAT2A inh
Cn1c(CC(=O)NC(C)(C)CO)c(Sc2ccccc2)c2ccccc21,16µM*,15µM*,1%
COc1ccc(NC(=O)c2cc3ccccc3oc2=O)c(OC)c1,0%,-16%,-3%
COc1ccc(CNC(=S)NC(C)CCc2ccccc2)cc1 (centres undefined),?,?,1%
Cc1ccc(-n2nnnc2SCC(=O)NC2CCCc3ccccc32)cc1 (centres undefined),18µM*,?,-9%
CC1(C2CCC3(C)OC3C2)CO1 (centres undefined),-1%,-4%,.
Cn1cc(C=CC(=O)O)c2nccnc21,6%,-4%,.
CN(Cc1cn(C)nc1-c1ccccc1F)Cc1nccn1C,-8%,-16%,2%
O=C(O)c1ccc(/C=N/Nc2ccc(C(F)(F)F)cn2)cc1,?,?,-9%
CCc1nc(SCC(=O)Nc2nccs2)c2oc3ccccc3c2n1,?,?,-10%
CC(=O)Nc1ccc(S(=O)(=O)NC2=C(N3CCN(c4ccc(F)cc4)CC3)C(=O)c3ccccc3C2=O)cc1,16µM*,10µM*,1%
CCOC(=O)c1cc(-c2ccc(C)cc2)n(CCC(=O)NCc2ccccc2)c1C,?,?,-14%
C=CCn1c(-c2cc(-c3ccc(C)cc3)nc3ccccc23)n[nH]c1=S,?,?,-16%
NC(=O)C1CCN(CC(=O)Nc2ccccc2Sc2ccccc2)CC1,?,1%,-5%
CC(C)CC1Nc2ccc(C(=O)NCCCOC(C)C)cc2NC1=O (centres undefined),-2%,-22%,0%
Cc1cnnc2ccc3c(no[n+]3[O-])c12,-20%,-4%,3%
CCCCNC(=O)CSc1nnc(-c2ccco2)n1C,-13%,-3%,0%
CN(CC(=O)NCCCN1CCOCC1)S(=O)(=O)c1ccc(Br)cc1,-24%,-4%,-3%
COc1ccc(N=NC2=C(O)CC(C)(C)CC2=O)cc1,-15%,-4%,1%
O=C(NCc1ccncc1)C(=O)Nc1nccs1,16%,20%,-5%
CN(C(=O)c1ccc(COc2ccccc2Br)o1)c1ccccc1,-6%,-21%,-4%
Oc1ccc(Cl)cc1CN1CCOc2c(O)cc(-c3nc4ccccc4s3)cc2C1,?,-14%[9.04 µM],.
CCc1cccc(CC)c1N1C(=O)C2=C(SCCCS2)C1=O,?,?,.
Fc1cccc(-c2nn[nH]n2)c1,1%,-3%,-4%[0.501 µM]
COc1cc(OC)c(NC(=O)N2CCOc3ccc(C)cc32)cc1Cl,?,?,-9%
CS(=O)(=O)c1ccc(-c2ccc3c(c2)CC(CNC(=O)C2(N4CCOCC4)CCCCC2)O3)cc1 (centres undefined),16µM*,-13%[9.04 µM],.

# Part of the list above in order of molar mass, ascending.
SMILES,TDP1 cell noCPT,DT40 TDP1 CPT,KAT2A inh
Fc1cccc(-c2nn[nH]n2)c1,1%,-3%,-4%[0.501 µM]
CC1(C2CCC3(C)OC3C2)CO1 (centres undefined),-1%,-4%,.
Cc1cnnc2ccc3c(no[n+]3[O-])c12,-20%,-4%,3%
Cn1cc(C=CC(=O)O)c2nccnc21,6%,-4%,.
O=C(NCc1ccncc1)C(=O)Nc1nccs1,16%,20%,-5%
COc1ccc(N=NC2=C(O)CC(C)(C)CC2=O)cc1,-15%,-4%,1%
CCCCNC(=O)CSc1nnc(-c2ccco2)n1C,-13%,-3%,0%
O=C(O)c1ccc(/C=N/Nc2ccc(C(F)(F)F)cn2)cc1,?,?,-9%
CN(Cc1cn(C)nc1-c1ccccc1F)Cc1nccn1C,-8%,-16%,2%
COc1ccc(NC(=O)c2cc3ccccc3oc2=O)c(OC)c1,0%,-16%,-3%
COc1ccc(CNC(=S)NC(C)CCc2ccccc2)cc1 (centres undefined),?,?,1%
CCc1cccc(CC)c1N1C(=O)C2=C(SCCCS2)C1=O,?,?,.
CC(C)CC1Nc2ccc(C(=O)NCCCOC(C)C)cc2NC1=O (centres undefined),-2%,-22%,0%
C=CCn1c(-c2cc(-c3ccc(C)cc3)nc3ccccc23)n[nH]c1=S,?,?,-16%
COc1cc(OC)c(NC(=O)N2CCOc3ccc(C)cc32)cc1Cl,?,?,-9%
NC(=O)C1CCN(CC(=O)Nc2ccccc2Sc2ccccc2)CC1,?,1%,-5%
CCc1nc(SCC(=O)Nc2nccs2)c2oc3ccccc3c2n1,?,?,-10%
Cc1ccc(-n2nnnc2SCC(=O)NC2CCCc3ccccc32)cc1 (centres undefined),18µM*,?,-9%
CN(C(=O)c1ccc(COc2ccccc2Br)o1)c1ccccc1,-6%,-21%,-4%
CCOC(=O)c1cc(-c2ccc(C)cc2)n(CCC(=O)NCc2ccccc2)c1C,?,?,-14%
CN(CC(=O)NCCCN1CCOCC1)S(=O)(=O)c1ccc(Br)cc1,-24%,-4%,-3%
Oc1ccc(Cl)cc1CN1CCOc2c(O)cc(-c3nc4ccccc4s3)cc2C1,?,-14%[9.04 µM],.
CS(=O)(=O)c1ccc(-c2ccc3c(c2)CC(CNC(=O)C2(N4CCOCC4)CCCCC2)O3)cc1 (centres undefined),16µM*,-13%[9.04 µM],.
CC(=O)Nc1ccc(S(=O)(=O)NC2=C(N3CCN(c4ccc(F)cc4)CC3)C(=O)c3ccccc3C2=O)cc1,16µM*,10µM*,1%

# An excerpt of these results, with tabs:
mol	TDP1 cell noCPT	DT40 TDP1 CPT	KAT2A inh
CCCCNC(=O)CSc1nnc(-c2ccco2)n1C	-13%	-3%	0%
CN(CC(=O)NCCCN1CCOCC1)S(=O)(=O)c1ccc(Br)cc1	-24%	-4%	-3%

# The listing continues:
SMILES,TDP1 cell noCPT,DT40 TDP1 CPT,KAT2A inh
O=C(Cc1cc(=O)[nH]c(=O)[nH]1)NCc1ccc(Cl)cc1,1%,1%,-1%
CCOc1ccc(NC(=O)Cn2nc(CC)n3c(cc4sccc43)c2=O)cc1,-20%,2%,0%
C=CCn1c(N2CCCCCC2)nc2c1c(=O)[nH]c(=O)n2C,-9%,?,-1%
CNS(=O)(=O)c1cc(-c2nnc(Nc3ccc(NC(C)=O)cc3)c3ccccc23)ccc1C,18µM*,16µM*,-6%
CN(C)C(=O)CNc1n[nH]c(=S)[nH]c1=O,2%,1%,-11%
Cc1ccc(Cl)cc1S(=O)(=O)N1CCC(C(=O)NC2CCN(Cc3ccccc3)CC2)CC1,15µM*,?,-10%
Cc1ccoc1C(=O)Nc1cccc(Oc2ccccc2)c1,?,?,-9%
CCN(CC(=O)NC(c1ccccc1)c1ccccc1)Cc1nc2ccccc2c(=O)[nH]1,?,?,-14%
O=C(c1ccccc1)N1CCCC(C(=O)N2CCc3ccccc3C2)C1 (centres undefined),-23%,-11%,3%
COc1ccc(C(=O)NC(=S)NNC(=O)c2ccc(C)cc2)cc1,?,?,.
O=C1CCCC2=C1C(c1cccc(O)c1)C1=C(N2)c2ccccc2C1=O (centres undefined),-6%,?,-2%
CN(C)CCCNc1nc(N)c([N+](=O)[O-])c(NCCO)n1,1%,-13%,0%
CC(NC(=O)c1ccc2ccccc2n1)c1ccccc1 (centres undefined),?,?,2%
CN1CCN(CCCc2c3c(cc4c2CCC4)CCC3)CC1,?,?,0%
Cc1cc2oc(C(=O)NC3CCS(=O)(=O)C3)c(C)c2cc1C (centres undefined),?,-17%,-2%
O=C(Nc1ccc(OC(F)(F)F)cc1)C(NS(=O)(=O)c1cccc2nsnc12)c1ccccc1 (centres undefined),?,16µM*,-14%
CC(C)n1c(-c2ccccc2F)n[nH]c1=S,-12%,-1%,-5%
CC(=O)N1CCc2c(sc3c2c(=O)n(CCc2ccccc2)c(=O)n3CC(=O)Nc2ccc(C)c(F)c2)C1,?,23µM*,-12%
CN(CC(=O)Nc1ccccc1C(F)(F)F)C(=O)Cc1ccccc1F,-5%,-12%,3%
CCOc1ccc(N(CC(=O)NCc2ccc(F)cc2)C(=O)c2snc(C(N)=O)c2N)cc1,-14%,4%,-3%
COc1ccc2nc3oc(C(=O)NCc4ccccc4OC)cc3cc2c1,1%,9%,-4%
CSc1ccc(NC(=O)Nc2cc(C)ccn2)cc1,-8%,2%,3%
CCCCC(=O)Nc1ccc(C)c(S(=O)(=O)N2CCCCCC2)c1,?,?,-3%
O=C(NCc1ccc(F)cc1)c1cc(-c2ccco2)on1,-14%,-19%,-8%
O=C(c1cnccn1)N(Cc1ccco1)C1(C(=O)NC2CCCCC2)CCCCC1,?,-20%,0%

# Additional entries
SMILES,TDP1 cell noCPT,DT40 TDP1 CPT,KAT2A inh
CC(C(=O)NCc1ccccc1)N1CCN(c2ccc(F)cc2)CC1 (centres undefined),7%,6%,-15%
CC1CCCN(c2ncnc3c2cnn3-c2ccc(F)cc2)C1 (centres undefined),?,?,0%
Oc1c(Cl)cc(Cl)c(Cl)c1CN1CCOCC1,-2%,2%,.
Cc1cc(C)c(Cn2c3ccccc3c3cnn(CC(=O)NCCN4CCOCC4)c(=O)c32)c(C)c1,?,?,-5%
Cc1ccc(NC(=O)CN2C(=O)NC3(CCc4ccccc43)C2=O)cc1Cl (centres undefined),26µM*,-25%,-1%
O=C(CN1CCN(C(C(=O)Nc2ccc(F)cc2)c2ccccc2)CC1)NC1CC1 (centres undefined),3%,-1%,-4%
CC(C)C[C@H](NC(=O)OC(C)(C)C)C(=O)N[C@@H](CO)[C@H](O)[C@@H]1C[C@@H]1C(=O)NC1CCCCC1,-6%,-13%,1%
COc1ccc(CCn2c3c(c(=O)[nH]c2=S)CN(Cc2ccccc2)CN3)cc1OC,-21%,?,.
Cc1nn(Cc2ccccc2Cl)c(C)c1NC(=O)C1C2CCC(O2)C1C(=O)O (centres undefined),?,-18%,3%
COc1ccc(NC(=O)Nc2cccc(OCc3cc(=O)n4cccc(C)c4n3)c2)c(OC)c1,13µM*,?,-4%
c1ccc(-c2noc(-c3ccno3)n2)nc1,-2%,2%,-16%
Cc1cccc(OCCSc2nc3ccc(NC(=O)COc4ccccc4)cc3s2)c1,?,?,-5%
Cc1ccc(-n2ncc3c(=O)n(Cc4cccc(Cl)c4)cnc32)cc1C,-17%,3%,-8%
COC(=O)[C@H]1Cc2cnoc2C[C@]1(C)C(=O)O,2%,3%,-8%
COC(=O)c1ccc(-c2csc(NC(=O)c3ccc(S(=O)(=O)N4CCc5ccccc5C4)cc3)n2)cc1,5.8µM*,7.3µM*,-3%
O=C(/C=C/c1ccccc1)c1ccccc1,-69%,15µM*,-8%
O=C(OCC(=O)c1ccc[nH]1)c1ccc([N+](=O)[O-])cc1,-3%,4%,-2%
Cc1ccc(C(=O)N/N=C2\CCCc3ccccc32)c(C)c1,?,-15%,5%
Cc1nnc2n1NC(c1ccc(Cl)cc1)C(C(=O)N1CCC(C)CC1)S2 (centres undefined),-13%,-8%,1%
COC(=O)/C=C1\N/C(=N\c2nc(C)cc(C)n2)N(c2ccc(Cl)cc2)C1=O,-8%,3%,0%
CCOCCCNC(=O)/C(C#N)=C/c1ccccc1F,-30%,-11%,-12%
COc1cccc(CN(C)C(=O)c2ccc(N3CCCC3)c([N+](=O)[O-])c2)c1,23µM*,16µM*,-8%
O=C(CN1C(=O)S/C(=C\c2ccc(O)cc2)C1=O)c1ccccc1,?,?,-10%
O=C(N=C1SC2CS(=O)(=O)CC2N1c1cccc(F)c1)C1CC1 (centres undefined),2%,2%,-4%
O=C(OCc1ccccc1)c1cnc(Cl)c(Cl)c1,0%,-1%,0%
CCCCNC(=O)c1nc(-c2cnccn2)oc1-c1ccc(Cl)cc1,?,?,.
CC(=O)OCC(OC(C)=O)C(OC(C)=O)C(OC(C)=O)C(=O)Nc1ccc(C)cc1C (centres undefined),-2%,-8%,1%
Cc1ccc(-c2noc(Cn3nc(C(=O)O)c4ccccc4c3=O)n2)cc1,-6%,-1%,-4%
O=C(NCc1nc2ccccc2[nH]1)c1cccs1,0%,-7%,?

# The list is partial; count on the stated rates, not on these rows.
